USP2a block = qHTS Assay for Inhibitors of Ubiquitin-specific Protease USP2a Using CHOP2 as the Reporter. Ubiquitin carboxyl-terminal hydrolase 2 (Homo sapiens), O75604. USP2 core, Ub-CHOP2 coupled fluorogenic reporter, 485/531. Potency, µM (top dose mostly 38.3 µM), for the others: top-dose activity change, negative = inhibition, actives largely listed as inhibitors. actives 0.01% (n = 330,000). AID 463254, 2010;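 further: potency means the concentration at half of the fitted maximal effect; plate controls were DMSO wells for no effect and full inhibition by NEM control for full effect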
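Cell-free coupled assay: 10nM USP2 core preincubated 30min RT with compound in Tris-HCl pH 8.0/CaCl2/CHAPS buffer, then 25nM Ub-CHOP2 and 25nM reporter substrate; fluorescence (Ex 485/Em 531) read after 60min RT, normalized to NEM inhibition, concentration-response curves fitted.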
TSHR antagonist = Antagonists of the Thyroid Stimulating Hormone Receptor: HTS campaign | activity change, negative = inhibition, % at 11.5 µM | Thyrotropin receptor (Homo sapiens), P16473 | actives 0.2% (n = 330,000) | TSHR-expressing cells, TSH-stimulated cAMP HTRF, 2 h; active compounds read low | AID 504810, 2011;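 active means activity change below a set negative limit, meaning inhibition stronger than a set level, cut at about -70% in these data; inconclusive means activity change between two set negative limits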; further: on the % scale 0 is the no-effect control and ±100 the full control effect
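TSHR-expressing cells, 200/well, pre-treated with compound, then stimulated with EC80 TSH (4nM final) for 2 hours at 37 deg C. cAMP measured by competitive HTRF: anti-cAMP cryptate antibody in lysis buffer plus cAMP-d2, read after 30 minutes at room temperature.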
uPA generation = qHTS for Inhibitors of Cell Surface uPA Generation; cell surface uPA generation assay, qHTS; AID 540303, 2011; actives 0.31% (n = 330,000); Potency, µM (doses to about 38.3 µM), inactives show at the top dose activity change, negative = inhibition, usual class: inhibitors; active means well fitted inhibition curve with a large enough effect; inconclusive means small, poorly fitted or top-dose-only effect; inactive means no such curve, though single readings can be large or run the other way; tested in mouse RAW 264.7 cells; further: potency means the concentration at half of the fitted maximal effect; on the % scale 0 is the no-effect control and ±100 the full control effect; nearly all actives have a fitted effect of over 55% in size
Eya2 inh = qHTS Assay for Inhibitors of the Phosphatase Activity of Eya2. Protein phosphatase EYA2 (Homo sapiens), O00167. Potency, µM (highest dose often 76.9 µM), for the others: at the highest dose activity, negative = inhibition, usual class: inhibitors. recombinant Eya2, OMFP fluorescence dephosphorylation (OMFP is methylfluorescein phosphate). actives 0.006% (n = 330,000); further: potency means the concentration at half of the fitted maximal effect; on the % scale 0 is the no-effect control and ±100 the full control effect
Target sequence (O00167 whole entry, looked up): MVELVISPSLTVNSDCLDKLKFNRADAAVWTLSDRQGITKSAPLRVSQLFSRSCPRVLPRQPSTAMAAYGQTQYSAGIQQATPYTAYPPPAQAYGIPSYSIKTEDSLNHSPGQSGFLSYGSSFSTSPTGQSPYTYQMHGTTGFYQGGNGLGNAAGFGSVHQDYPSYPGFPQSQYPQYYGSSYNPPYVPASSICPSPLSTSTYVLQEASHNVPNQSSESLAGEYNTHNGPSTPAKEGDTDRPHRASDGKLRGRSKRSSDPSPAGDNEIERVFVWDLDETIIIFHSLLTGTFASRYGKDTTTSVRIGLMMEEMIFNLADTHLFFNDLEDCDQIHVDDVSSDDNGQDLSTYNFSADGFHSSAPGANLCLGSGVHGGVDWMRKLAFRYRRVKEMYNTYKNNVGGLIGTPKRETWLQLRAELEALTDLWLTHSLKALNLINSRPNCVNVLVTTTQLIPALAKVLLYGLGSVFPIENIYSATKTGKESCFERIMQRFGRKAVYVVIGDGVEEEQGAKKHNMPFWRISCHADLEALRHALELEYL
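Eya2 protein (added as 0.2 uM solution) was preincubated with compound for 10 min at ambient temperature in 50 mM HEPES pH 7.5, 50 mM NaCl, 5 uM MgCl2, 0.05% BSA, 1 mM DTT. OMFP (added at 50 uM) then reacted 10 min; fluorescence read at 485/525 nm.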
B2AR arrestin = qHTS assay of beta-arrestin-biased ligands of beta2-adrenergic receptor | actives 0.02% (n = 330,000) | Potency, µM (highest dose often 46.1 µM), without a hit: at the highest dose activation, usual class: activators | beta-arrestin recruitment to beta2AR, cell-based reporter | Beta-2 adrenergic receptor (Homo sapiens), P07550;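 further: potency means the concentration at half of the fitted maximal effect; 0% = DMSO controls and full agonism = EC100 isoproterenol or metaproterenol; nearly all actives have a fitted effect of over 65% in size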
Target sequence (P07550 whole entry, looked up): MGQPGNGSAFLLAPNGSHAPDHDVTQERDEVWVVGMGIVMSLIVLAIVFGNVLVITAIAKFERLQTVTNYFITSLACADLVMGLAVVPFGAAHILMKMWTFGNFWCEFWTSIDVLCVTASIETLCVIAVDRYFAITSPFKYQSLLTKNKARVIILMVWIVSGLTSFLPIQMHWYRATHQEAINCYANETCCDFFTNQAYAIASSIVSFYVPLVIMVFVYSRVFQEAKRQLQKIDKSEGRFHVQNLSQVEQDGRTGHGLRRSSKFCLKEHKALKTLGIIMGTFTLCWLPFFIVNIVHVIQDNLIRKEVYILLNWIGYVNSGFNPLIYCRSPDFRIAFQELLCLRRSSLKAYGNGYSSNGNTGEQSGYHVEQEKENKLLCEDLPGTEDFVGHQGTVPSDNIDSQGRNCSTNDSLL
ELG1 repair inh = qHTS screen for small molecules that inhibit ELG1-dependent DNA repair in human embryonic kidney (HEK293T) cells expressing luciferase-tagged ELG1 | HEK293T ELG1-luciferase reporter, luminescence, 16 h; DNA damage induced by 5-fluorouridine | AID 504467, 2011 | actives 2.3% (n = 330,000) | Potency, µM (highest dose often 46.1 µM), for inactives: top-dose activity change, negative = inhibition, hits mostly inhibitors; further: potency means the concentration at half of the fitted maximal effect; on the % scale 0 is the no-effect control and ±100 the full control effect; nearly all actives have a fitted effect of over 55% in size
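Cells (2,000 per well) received 5-fluorouridine plus test compound or DMSO and were incubated 16 hr at 37 °C, 5% CO2. Luciferase activity was read by luminescence 30 min after ONE-Glo addition; signal suppression marked inhibition of damage-induced ELG1 function.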
Mito fusion yeast = qHTS Assay for Small Molecule Inhibitors of Mitochondrial Division or Activators of Mitochondrial Fusion. S. cerevisiae fusion-defective mutant growth rescue, CellTiterGlo 48 h. actives 0.23% (n = 320,000). Potency, µM (series often up to 46.1 µM), without a hit: at the top dose growth rescue (activation), most hits filed as activators;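 further: potency means the concentration at half of the fitted maximal effect; % of control where 0% means no effect; nearly all actives have a fitted effect of over 45% in size; temperature-sensitive fusion mutants such as fzo1-1 at 37 °C on non-fermentable ethanol glycerol medium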
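Growth-rescue viability read-out: after 48 h at the non-permissive 37C in glycerol/ethanol YPEG, yeast mitochondrial fusion mutants are measured by CellTiterGlo luminescence; compounds (23 nl pinned per well) restoring growth score as division inhibitors or fusion activators.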
TSG101-PTAP inh = qHTS Assay for Iinhibitors of HIV-1 Budding by Blocking the Interaction of PTAP/TSG101 | Potency, µM (top dose mostly 115 µM), without a hit: at the highest dose activity change, negative = inhibition, hits mostly inhibitors | Fluorescence polarization, FITC-PTAP peptide / Tsg101 binding | Tumor susceptibility gene 101 protein (Homo sapiens), Q99816 | 340,000 tested, under 10 active; active means well fitted inhibition curve with a large enough effect in the main read-out, with a control signal flat, not every such curve was filed as active; inconclusive means small, poorly fitted or top-dose-only effect, or effect the other way, or a change in a side signal; inactive means no such curve, though single readings can be large or run the other way; further: potency means the concentration at half of the fitted maximal effect; % of control where 0% means no effect
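Compounds were pin-transferred onto Tsg101 binding domain (10 uM final) in HEPES pH 7.5 buffer, then FITC-PTAP peptide was added at 50 nM final. After 20 min at RT, polarization reported peptide displacement across a qHTS concentration series.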
TCR act = Activators of T cell receptors: qHTS campaign. primary human leukocytes, anti-CD3, IL-2 HTRF, 48 h. AID 504894, 2011. Potency, µM (top dose mostly 9.22 µM), for inactives: at the highest dose activation of IL-2 secretion, actives largely listed as activators. 330,000 tested, under 10 active; further: % of control where 0% means no effect
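TCR engagement came from a-CD3 beads alone, with compounds added to primary human leukocytes for 48 hr. Secreted IL-2 bridged europium cryptate- and d2-labelled anti-IL-2 antibodies, giving FRET emission at 665nm after 320nm excitation.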
Tb PFK block = qHTS Assay to Find Inhibitors of T. brucei phosphofructokinase; Potency, µM (highest dose often 57.5 µM), for the others: at the top dose activity, negative = inhibition, hits mostly inhibitors; actives 0.17% (n = 330,000); T. brucei PFK, ADP-Glo luminescence;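 further: potency means the concentration at half of the fitted maximal effect; 0% = uninhibited 1x PFK enzyme wells and -100% = no-enzyme wells; nearly all actives have a fitted effect of over 60% in size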
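Luminescent ADP detection (ADP-Glo, two-step: ATP depletion then ADP-to-ATP conversion for luciferase) reported PFK activity after 45 min room-temperature reaction of 1.25 nM enzyme with 0.5 mM F6P and 0.1 mM ATP at pH 8.0.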
BCR signal inh = qHTS Assay to Find Inhibitors of Chronic Active B-Cell Receptor Signaling; ABC-DLBCL IkBa-CBG/CBR reporter, luminescence ratio, 4 h; Potency, µM (doses to about 46.1 µM), for inactives: at the highest dose ratio change, negative = lower green/red ratio, actives largely listed as inhibitors; actives 0.05% (n = 340,000); AID 493014, 2011; active means well fitted inhibition curve with a large enough effect in the signal ratio, with a control signal flat, not every such curve was filed as active; inconclusive means small, poorly fitted or top-dose-only effect, or effect the other way, or a change in a side signal; the % refers to the signal ratio;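 further: potency means the concentration at half of the fitted maximal effect; plate controls were basal doxycycline-induced cells for no effect and cells given 10 µM MG132 for full effect; MG132 reads +100%, hits lower the ratio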
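Compounds up to 46 uM were incubated four hours with TMD8 cells whose green CBG68 luciferase is fused to IkappaBalpha; red CBR luminescence normalised the signal, and concentration-effect curves were fitted to fusion, red and ratio data.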
* marks the source's active call; other numbers are inactive results; ? = inconclusive; / = not tested or not shown; [ ] = another dose, or the depositor's remark. Unless noted, the call rests on the fitted dose curve; in most records, active means well fitted curve in the direction sought with a large enough effect; inconclusive means small, poorly fitted or top-dose-only effect, or another doubt; inactive means no such curve, though single readings can be large; an effect the other way counts as inactive or inconclusive. Outcome played no part in choosing rows. Share with any hit: about 3%.

SMILES | USP2a block | TSHR antagonist | uPA generation | Eya2 inh | B2AR arrestin | ELG1 repair inh | Mito fusion yeast | TSG101-PTAP inh | TCR act | Tb PFK block | BCR signal inh
COc1ccc(/C=N/N(C)C2=NS(=O)(=O)c3ccccc32)cc1 | -8% | -4 | 8% | -2% | 0.3% | 1% | 2% | -6% | 3% | 2% | -2%
COc1ccc(NC(=O)Cn2c(=O)n(Cc3ccco3)c(=O)c3ccccc32)cc1 | 0% | 5 | 1% | 7% | 0.0% | ? | -1% | 2% | / | 0% | -7%
Cc1cc(NC(=O)CCC(=O)N(c2ccc(F)cc2)C2(C(=O)NC3CCCCC3)CCCC2)no1 | -2% | -6 | -7% | 4% | 0.0% | -19% | 2% | 0% | -1% | -2% | 2%
COc1ccc(C(=O)O)cc1NC(=S)NC(=O)CSc1ccc(Cl)cc1 | 1% | -20 | 0% | 9% | -0.2% | -2% | -1% | -2% | / | 2% | ?
O=C(CN(C(=O)CNS(=O)(=O)c1ccccc1)c1ccc2c(c1)OCCO2)NCc1ccco1 | 1% | 3 | 7% | -13% | -0.5% | 11% | -2% | -6% | -6% | -1% | 1%
Cc1ccc(Cl)cc1N1CCN(C(=O)COc2ccc3c(c2)CCC3)CC1 | 0% | -20 | 3% | 1% | -0.8% | -9% | 21% | 0% | -3%[46.1 µM] | 4% | -1%
CC(=O)NCCc1ccc(C(=O)COC(=O)c2cccn2C)cc1 | 3% | -9 | 1% | 4% | 0.1% | ? | / | -2% | 2% | 3% | 4%
Cc1ccc(C2=N/C(=C\c3ccc(F)cc3)C(=O)N2)cc1 | 0% | 10 | 10% | 5% | -1.6% | ? | 4% | -2% | -2% | -2% | ?
CCCOc1ccc(N2C(=O)CC(SCCc3nc4ccccc4[nH]3)C2=O)cc1 (stereo unspecified) | 1% | 4 | -2% | -2% | -1.0% | 2% | -7% | 1% | 10% | 0% | -13%
COc1ccc(CCNC(=O)c2cc(=O)[nH]c3ccccc23)cc1 | 2% | 21 | 3% | -9% | -0.2% | 13% | 1% | -2% | 3% | 2% | 2%
COc1ccc2[nH]c(C)c(CCNC(=S)Nc3cccc(C)c3)c2c1 | 0% | 3 | 7% | -5% | 0.0% | ? | 2% | -4% | -3% | -4% | ?
CCN(Cc1ccccc1)C(=O)C1CCN(c2ncnc3c2nc2n3CCCCC2)CC1 | -1% | -14 | 2% | 0% | -1.0% | ? | 1% | 3% | -3% | 0% | 6%
CN(C)C=Nc1nonc1-c1ccccc1 | -2% | 4 | 14% | 7% | 0.4% | -2% | -2% | -1% | -13% | 3% | -15%
CC(CN1CCN(Cc2ccccc2)CC1)OC(=O)c1ccco1 (stereo unspecified) | 9% | 9 | -1% | 10% | 0.3% | 3% | -5% | -4% | 4% | 3% | 0%
O=C(NCc1ccccn1)c1cc(-c2ccccc2Cl)nc2ccccc12 | -2% | 9 | 4% | -4% | 0.6% | ? | 12% | -3% | 2%[46.1 µM] | -3% | 0%
CC1(C)Oc2ccc3ccc(=O)oc3c2/C(=C/Nc2ccccn2)C1=O | 3% | -14 | 6% | 0% | 0.2% | ? | -3% | -3% | -10% | -7% | 2%
c1ccc2oc(-c3ccc4nc[nH]c4c3)nc2c1 | -1% | -10 | -11% | -18% | -0.1% | ? | 3% | -3% | 9%[46.1 µM] | 5% | ?
COc1ccc(CN(C)C(=O)c2cc(S(=O)(=O)N3CCOCC3)ccc2N2CCCC2)cc1 | 3% | 5 | -2% | 2% | 0.3% | -8% | 14% | -5% | -42% | -6% | 3%
COc1ccc(C(=S)N2CCOCC2)cc1OC(=O)c1ccc(C)cc1 | 0% | 9 | -1% | 0% | 0.5% | 3% | 3% | -2% | -2% | 0% | ?
CCCOC(=O)c1ccc(NS(=O)(=O)c2cccs2)cc1 | 1% | -3 | 0% | -2% | -0.8% | ? | 1% | -4% | -2% | 1% | ?
Cc1ccc(OCc2cc(C(=O)NCc3cnn(-c4cccc(F)c4)c3)no2)cn1 | 2% | -2 | 5% | 5% | 0.1% | 2% | -4% | 0% | -12% | 2% | -3%
O=S1(=O)CCO[C@H]2Cc3ccccc3[C@H]2N1Cc1ccc(F)cc1 | -1% | -6 | 4% | 9% | 0.4% | 10% | 0% | 2% | 2% | 0% | 0%
CCOC(=O)C1(Cc2cccc(OC)c2)CCN(Cc2cc(OC)ccc2OC)CC1 | 0% | 3 | 2% | 3% | 3.3% | ? | 0% | -3% | 1% | 0% | 6%
COc1ccc(OC(C)C(=O)N(C)Cc2nc(-c3ccc(C)cc3)no2)cc1 (stereo unspecified) | 0% | -8 | -2% | 1% | -0.3% | -30% | -5% | 0% | -4% | 2% | -1%
CCOC(=O)c1cccc(NC(=O)c2ccc(-n3cnnn3)cc2)c1 | 3% | 23 | -1% | -5% | 3.1% | 15% | / | -4% | -28% | 0% | 3%
Following part
SMILES | USP2a block | TSHR antagonist | uPA generation | Eya2 inh | B2AR arrestin | ELG1 repair inh | Mito fusion yeast | TSG101-PTAP inh | TCR act | Tb PFK block | BCR signal inh
Cc1ccc2c(c1)N(CC(=O)N1CCCc3ccccc31)C(=O)C(C)O2 (stereo unspecified) | 3% | 2 | 9% | -9% | 0.0% | 12% | 12% | -2% | 5% | -1% | ?
Cc1nn2c(=O)c(NC(=O)c3ccc(F)cc3)cnc2s1 | 2% | 5 | 1% | -2% | 0.1% | 5% | -2% | -2% | 7% | 22% | 1%
Cc1onc(-c2c(F)cccc2Cl)c1C(=O)ONC(=O)c1ccco1 | 3% | -3 | 16% | 9% | -0.7% | -1% | 0% | -8% | 0% | -3% | ?
O=C(CSc1ccc2ccccc2c1)Nc1nc2ccccc2[nH]1 | 2% | 5 | -1% | 2% | 0.0% | 14% | 4% | -2% | -11%[46.1 µM] | 1% | ?
Cc1ccc2nc(CSc3nc(C)ccc3C#N)[nH]c2c1 | 1% | -4 | / | 5% | -1.3% | ? | 12% | -3% | 1% | -1% | ?
CCN1CCN(CCNC(=O)c2ccc3c(c2)N(Cc2ccc(F)cc2)C(=O)/C(=C/c2ccccc2)S3)CC1 | -1% | 13 | 2% | -29% | -0.3% | ? | 7% | -6% | -6% | 0% | ?
CC1Cc2ccccc2N1C(=O)Cn1cc([N+](=O)[O-])ccc1=O (stereo unspecified) | 1% | 1 | -2% | 1% | -0.5% | 15% | / | -1% | 3% | -3% | 2%
COCc1[nH]nc2c1C(c1ccccc1F)C(C#N)=C(N)O2 (stereo unspecified) | -1% | -3 | -3% | -6% | 0.4% | 3% | -4% | -2% | -18% | 0% | -1%
CC1(NC(=O)Nc2ccccc2)CCS(=O)(=O)C1 (stereo unspecified) | -1% | 2 | 2% | 1% | -0.6% | ? | -2% | -3% | -1% | -6% | -1%
COC(=O)C1=C(C)Nc2ccc(C)cc2S1 | -1% | -8 | -11% | -6% | 0.2% | ? | 2% | -1% | 3% | -1% | 3%
O=C(CNC(=O)c1cccs1)c1ccc([N+](=O)[O-])cc1 | 1% | 2 | -3% | -3% | -0.6% | ? | 0% | -1% | -3%[46.1 µM] | -2% | 0%
Cc1cc(C)cc(N(C(=O)c2csnn2)C(C(=O)NC2CCCCC2)c2ccncc2)c1 (stereo unspecified) | 2% | / | -5% | -18% | -0.9% | 4% | -1% | 1% | -1% | 4% | 2%
CC(C)Cc1nnc(NC(=O)CCC(=O)N2CCN(Cc3ccc(F)cc3)CC2)s1 | -1% | 12 | -5% | 4% | -0.4% | ? | 2% | -6% | 3% | -5% | -4%
CC1=NN(C(N)=S)C(=O)C1N=Nc1ccccc1Cl (stereo unspecified) | -2% | -9 | -6% | 14% | 0.1% | ? | -10% | -1% | 11% | 4% | 11%
COc1ccc(S(=O)(=O)N(CC(=O)NC2CCCC2)c2ccccc2OC)cc1 | -1% | -9 | 9% | 5% | -0.1% | 2% | 5% | 0% | 0% | 1% | ?
